Screens from PubChem.
INS-1E GSIS act: primary screen for activators of insulin secretion dependent on glucose, INS-1E cells, GLuc reporter luminescence | INS-1E GLuc reporter insulin secretion, 2-3 h | activation, % at 16.6 µM | hit rate 0.61% among 370,000 | AID 743287;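 active = lowest replicate activation of at least 40%, so every replicate reaches that level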;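 note: 0% = median of neutral control wells and 100% = median of IBMX positive control wells; some compounds called inactive have numbers as strong as hits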
PglD DTNB: inhibitors of Campylobacter jejuni PglD acetyltransferase; purified PglD enzyme, DTNB colorimetric CoA detection; inhibition, % at 12.5 µM; hit rate 0.098% among 360,000; AID 602405; in the data active = inhibition above about 16%, passing the limit was not always enough; note: strong numbers were not always called active
miR122 inh: inhibitors of miR-122 in Huh7 cells; Huh7 miR-122 Renilla luciferase sensor, 48 h; neutral wells = 0, positive control = 100; activation (reporter increase), % at 12.5 µM; hit rate 0.3% among 340,000; AID 602342;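 active = mean replicate activation score at least 90 and every replicate individually at or above 90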;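 note: higher luciferase means less miR-122 activity so hits act as miR-122 inhibitors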
PGC1a acetyl inh: lowers PGC1a acetylation signal in U2OS cells; AlphaScreen anti-acetyl-lysine; with virally co-expressed GCN5 acetyltransferase; inhibition, % at 15.6 µM; hit rate 0.17% among 350,000;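 active = every replicate shows inhibition of at least 40%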;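 note: 0% = neutral control wells and 100% = positive control wells; some results beyond the cut were filed as inactive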
CFTR F508del cor: correctors of CFTR F508del function in bronchial epithelial cells. hit rate 0.36% among 350,000. AID 720511. CFBE cells, YFP halide quenching; stimulated with forskolin plus potentiator P3; % fluorescence drop versus neutral controls. activity (quench increase), % at 7.58 µM;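 active = mean added fluorescence quench of at least 8% versus neutral control, with both replicates also reaching 8%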;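 note: cells transiently co-express mutant CFTR-F508del with the halide-sensitive YFP; corrector assay measuring rescue of mutant channel to the surface after 24 h compound exposure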
C2C12 statin: protects C2C12 myotubes from simvastatin toxicity; ATP luminescence, 48 h; scaled: DMSO 0, geranylgeraniol control 100; rescue of ATP level, % at 7.49 µM; hit rate 0.78% among 330,000;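 active = mean ATP rescue above about 67%, or every replicate alone reaching that limit, limit read from the data, passing the limit was not always enough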;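 note: myotubes were challenged with 10 µM simvastatin during compound exposure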
Cneo AK release: causes C. neoformans cell lysis | hit rate 0.2% among 360,000 | AID 651654 | adenylate kinase release luminescence, 4 h; normalised: neutral wells 0, clomiphene wells 100 | lysis activity, % at 15 µM;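 active = mean lysis activity across replicates of at least 80%, whatever share of replicates individually reach that level; inactive = mean lysis activity below 80%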
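Material: C. neoformans cells; Schedule: 4 h static compound exposure, 37 °C, read 1 h post-reagent; Measured by: adenylate kinase release luminescence; Read-out: signal increase indicating cell lysis; Controls: Clomiphene as positive lysis control.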
FN deposit inh: fibronectin deposition inhibition | AH1F fibroblasts, Alexa488-fibronectin deposition fluorescence, overnight | inhibition, % at 12.6 µM | hit rate 0.086% among 350,000;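 active = mean inhibition across replicates of 30% or more, regardless of how many single replicates reach that level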;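 note: positive control wells lacked labelled fibronectin entirely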
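Material: AH1F fibroblast monolayer depositing Alexa488-labelled fibronectin into matrix | Input: 10000 AH1F cells/well | Medium: DMEM plus 2% serum, read in PBS | Reagent: Alexa488-fibronectin, 24 nM final in well | Compound dosing: One dose per compound, pinned | Schedule: 1 h adhesion, overnight exposure | Measured by: Fluorescence at 485 nm excitation, 525 nm emission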
Active calls of the source: *; x = not tested or not shown; [ ] = dose if it differs, or a comment.

SMILES	INS-1E GSIS act	PglD DTNB	miR122 inh	PGC1a acetyl inh	CFTR F508del cor	C2C12 statin	Cneo AK release	FN deposit inh
C[C@@H]1CN([C@@H](C)CO)C(=O)Cc2cc(NS(=O)(=O)c3ccccc3)ccc2O[C@H]1CN(C)C	11	4	0[16.7 µM]	-1	-0.2	0	2	x
COc1ccc(C(O)c2nc(-c3ccc(OC)c(OC)c3)cs2)cc1 (stereo unspecified)	66*	-6	-2	-9	1.3	1	-1	8
CN(C(=O)CSc1ncn[nH]1)C1(C#N)CCCCC1	-1	4	x	x	1.3	1	-1	-9
Cc1onc(-c2c(F)cccc2Cl)c1C(=O)N1CCCCC1	x	1	1	3	2.0	6	-2	-12
C[C@@H]1CN([C@H](C)CO)C(=O)c2cccc(NS(C)(=O)=O)c2O[C@@H]1CN(C)Cc1ccc(-c2ccccc2)cc1	1	4	-3[16.7 µM]	8	-0.7	-5	3	5
CCCNC(=O)N1CC2(C1)[C@H](c1ccccc1)[C@H](CO)N2C(=O)C1CCC1	0	x	x	1	1.3	x	x	-3
CN(C)CCCNC(=O)C(=O)Nc1cc2c3c(c1)CC(=O)N3CCC2	5	0	-6	-5	0.7	6	1	-7
Cc1ccccc1NC(=O)c1cccc(OCc2c(C)noc2C)c1	x	-1	-10	-1	x	13	0	x
Cc1ccc2nc3n(c(=O)c2c1)CCCCC3	x	-4	1	9	x	10	0	7
C[C@@H]1CCCCO[C@@H](CN(C)C)[C@H](C)CN([C@H](C)CO)C(=O)c2cc(NC(=O)Nc3ccc4c(c3)OCO4)ccc2O1	3	1	3[16.7 µM]	11	-3.3	11	-2	x
CCCCN(Cc1cc2cc(OC)ccc2[nH]c1=O)C(=O)c1ccco1	x	1	-2	-1	x	x	-1	x
CCc1ccc(-n2c(=O)c3ccccc3n(CC(=O)C(C)(C)C)c2=O)cc1	-10	x	1	-7	-0.1	1	x	1
CCc1ccc(CN(C(=O)c2ccco2)C2CCS(=O)(=O)C2)cc1 (stereo unspecified)	-17	3	-6	-6	2.1	x	0	1
COc1ccccc1OC(C)C(=O)Nc1nc(-c2ccc(S(=O)(=O)N3CCOCC3)cc2)cs1 (stereo unspecified)	x	1	-2	-5	x	-23	-1	1
C[C@H](CO)N1C[C@H](C)[C@H](CN(C)Cc2ccncc2)OCCCC[C@H](C)Oc2ccc(N(C)C)cc2C1=O	-3	1	6[16.7 µM]	4	-1.1	14	-6	x
O=C(c1ccco1)N1CCN(Cc2nnc(-c3cccc(Cl)c3)o2)CC1	4	-3	0	17	-0.9	5	-3	-2
O=C(NCc1ccccc1)c1cc(C2CCCN(C(=O)c3cccs3)C2)on1 (stereo unspecified)	4	-3	-2	3	0.9	-9	1	0
CCOc1c(Br)cc(Br)cc1/C=C1\SC(N)=NC1=O	3	1	x	x	-0.8	0	-2	0
COc1ccccc1CNc1nc(SC)ncc1CO	8	4	-4	-7	-1.2	x	4	0
Cc1cc(C(=O)Nc2cccc3c2O[C@H](CN(C)S(=O)(=O)c2c(C)noc2C)[C@H](C)CN([C@H](C)CO)C3=O)n(C)n1	7	-11	5[16.7 µM]	1	-1.4	-2	-2	-2
Cc1c(C(=O)Nc2ccc3c4c(cccc24)CC3)cccc1[N+](=O)[O-]	7	5	-9	-11	-3.7	-6	0	8
COc1cc(CNCc2cccnc2)ccc1OCC(=O)NC1CCCCC1	15	2	-1	x	4.0	-5	1	x
CCCC(=O)Nc1ccc2c(c1)C(=O)N(C)C[C@H](OC)[C@@H](C)CN(Cc1ccc(F)cc1)[C@@H](C)CO2	2	x	-2[16.7 µM]	-46	1.6	4	x	-4
Nc1cccc2[nH]c(C(F)(F)F)nc12	2	x	x	-3	4.2	x	x	-5
COc1cc(/C=C/C(=O)NCc2ccccn2)cc(OC)c1OC	2	-6	-9	-9	x	8	-3	4
COc1cc2c(cc1OC)C(C)N(S(=O)(=O)c1cnc(Cl)c(Cl)c1)CC2 (stereo unspecified)	x	3	-5	-3	x	-102	-3	x
CCCc1cc(CNC(=O)C2CCC(=O)N(CCc3cccc(F)c3)C2)on1 (stereo unspecified)	5	4	-4	-3	3.1	-7	1	-9
CC1=C(C(N)=O)C(c2cccnc2)n2nc(SCc3ccccc3Cl)nc2N1 (stereo unspecified)	x	2	-4	-14	x	x	4	x
CN(c1ccccc1)S(=O)(=O)c1ccc(Cl)c(C(=O)Nc2nc3ccccc3[nH]2)c1	-32	3	2	1	x	-44	3	-2
CCOC(=O)c1c(C)[nH]c(C)c1S(=O)(=O)N1CCN(c2ccc([N+](=O)[O-])cc2)CC1	-24	-6	-4	-11	0.2	5	-1	1
O=C(N[C@H]1C=C[C@H](CC(=O)N2CCCCC2)O[C@H]1CO)c1cccc(F)c1	0	7	x	-27	-2.8	2	1	x
Cc1cc(C)c(C)c(S(=O)(=O)Nc2ccc(C(N)=O)cc2)c1C	5	x	x	-14	2.6	x	x	-3
O=C(NCC1CCCO1)c1cn(Cc2ccccc2Cl)nc1-c1ccccc1 (stereo unspecified)	-13	1	11	4	-1.1	20	-1	8
O=C1/C(=C/c2cccs2)SC(=S)N1CCCC(=O)N(CCO)c1ccccc1	2	3	x	x	-0.5	-10	-1	0
C[C@H]1CN([C@@H](C)CO)C(=O)c2cccc(NC(=O)c3ccc(-c4nccs4)cc3)c2O[C@@H]1CN(C)S(=O)(=O)c1ccccc1	-1	0	-2[16.7 µM]	9	0.6	16	-13	x
O=C(C[C@@H]1CC[C@@H]2[C@H](COC[C@H](O)CN2C(=O)c2ccc(F)cc2)O1)NCc1cccc(F)c1	8	0	-3[16.7 µM]	0	-0.5	-9	-4	1
CC1(C)OCC(N)(CO)CO1	0	5	x	6	-4.0	2	3	-3
CC(=O)Cc1nsc(NC(=O)c2ccc(-c3ccc(Cl)c(Cl)c3)o2)n1	-17	-3	4	8	3.1	-9	2	17
NNC(=S)Nc1ccccc1Cl	11	2	0	x	-0.5	2	-1	-14
CS(=O)(=O)Nc1ccc2c(c1)[C@@H]1C[C@@H](CC(=O)NCCN3CCCCC3)O[C@@H](CO)[C@@H]1O2	-9	0	-5[16.7 µM]	2	-1.2	2	5	x

An excerpt from above in order of number of heavy atoms, descending:
SMILES	INS-1E GSIS act	PglD DTNB	miR122 inh	PGC1a acetyl inh	CFTR F508del cor	C2C12 statin	Cneo AK release	FN deposit inh
C[C@@H]1CCCCO[C@@H](CN(C)C)[C@H](C)CN([C@H](C)CO)C(=O)c2cc(NC(=O)Nc3ccc4c(c3)OCO4)ccc2O1	3	1	3[16.7 µM]	11	-3.3	11	-2	x
CCCC(=O)Nc1ccc2c(c1)C(=O)N(C)C[C@H](OC)[C@@H](C)CN(Cc1ccc(F)cc1)[C@@H](C)CO2	2	x	-2[16.7 µM]	-46	1.6	4	x	-4
CS(=O)(=O)Nc1ccc2c(c1)[C@@H]1C[C@@H](CC(=O)NCCN3CCCCC3)O[C@@H](CO)[C@@H]1O2	-9	0	-5[16.7 µM]	2	-1.2	2	5	x
CCOC(=O)c1c(C)[nH]c(C)c1S(=O)(=O)N1CCN(c2ccc([N+](=O)[O-])cc2)CC1	-24	-6	-4	-11	0.2	5	-1	1
COc1cc(CNCc2cccnc2)ccc1OCC(=O)NC1CCCCC1	15	2	-1	x	4.0	-5	1	x
CCCNC(=O)N1CC2(C1)[C@H](c1ccccc1)[C@H](CO)N2C(=O)C1CCC1	0	x	x	1	1.3	x	x	-3
CC(=O)Cc1nsc(NC(=O)c2ccc(-c3ccc(Cl)c(Cl)c3)o2)n1	-17	-3	4	8	3.1	-9	2	17
COc1cc(/C=C/C(=O)NCc2ccccn2)cc(OC)c1OC	2	-6	-9	-9	x	8	-3	4
COc1ccccc1CNc1nc(SC)ncc1CO	8	4	-4	-7	-1.2	x	4	0
CN(C(=O)CSc1ncn[nH]1)C1(C#N)CCCCC1	-1	4	x	x	1.3	1	-1	-9
Nc1cccc2[nH]c(C(F)(F)F)nc12	2	x	x	-3	4.2	x	x	-5
NNC(=S)Nc1ccccc1Cl	11	2	0	x	-0.5	2	-1	-14
CC1(C)OCC(N)(CO)CO1	0	5	x	6	-4.0	2	3	-3

(cont.)
SMILES	INS-1E GSIS act	PglD DTNB	miR122 inh	PGC1a acetyl inh	CFTR F508del cor	C2C12 statin	Cneo AK release	FN deposit inh
Cc1cc(N2C(=O)C(O)=C(C(=O)c3cc4ccccc4o3)C2c2ccc(OC(C)C)cc2)no1 (stereo unspecified)	16	-2	-2	-1	0.5	-7	-2	-4
CC(C)(C)c1ccc(OCCC(=O)OCC(=O)NC2CC2)cc1	-3	6	-1	7	-1.5	-20	-1	1
COCC(=O)N1C[C@H](C)[C@H](OC)CN(C)C(=O)c2ccc(NC(=O)c3ccc(OC)cc3)cc2OC[C@H]1C	3	-1	x	7	3.7	-7	-1	1
CC1CCC(NC(=O)CSc2nnnn2C)CC1 (stereo unspecified)	5	-1	x	x	-0.4	13	2	-23
CCOC(=O)c1ccc(S(=O)(=O)N2CCNCC2)cc1	x	-5	2	-2	x	6	1	-13
O=C(CN1CCN(C(=O)c2ccc(-c3nc4ccccc4s3)o2)CC1)Nc1cccc(F)c1	x	0	-5	1	0.1	4	0	4
NS(=O)(=O)c1cccc(NC(=O)CN2CCC(Cc3ccccc3)CC2)c1	14	-8	0	2	1.4	3	0	2
Cc1noc(C)c1NC(=O)N(C)C[C@@H]1Oc2c(NC(=O)C3CC3)cccc2C(=O)N([C@@H](C)CO)C[C@H]1C	9	-2	4[16.7 µM]	1	-0.1	-15	6	x
Cn1nc(C(=O)Nc2sccc2C(N)=O)ccc1=O	x	x	-3	3	x	4	x	-5
C[C@@H]1CCCCO[C@H](CN(C)C(=O)CCCN(C)C)[C@@H](C)CN([C@@H](C)CO)C(=O)c2cc(NC(=O)Nc3ccc(C(F)(F)F)cc3)ccc2O1	8	-1	-8[16.7 µM]	12	0.4	44	8	x
Cc1ccc(C2(c3noc(CN(C)Cc4cccnc4)n3)CCCC2)cc1	-28	x	-4	-11	0.7	-2	x	-6
O=C(Cn1cc([N+](=O)[O-])ccc1=O)NCc1ccc(Cl)cc1Cl	6	2	-8	4	3.3	x	-1	x
CN(Cc1ccccc1)C(=O)c1cccc(NC(=O)Cc2ccc(NC(=O)C3CCN(C(=O)CCc4ccccc4)CC3)cc2)c1	-50	0	x	x	-3.1	-42	0	9
COc1cc(SC)ccc1C(=O)Nc1nc(C)cc(C)n1	9	0	-8	20	3.6	-3	-4	-2
Cc1cc(C(=O)N/N=C(\CCC(=O)O)c2cccs2)c2ccccc2n1	-10	x	-4	13	0.2	-1	x	-6
CC(=O)Nc1ccc(NS(=O)(=O)c2ccc3[nH]c(=O)[nH]c3c2)cc1	-4	3	3	x	2.3	-3	0	-2
CCOC(=O)c1ccccc1NC(=O)CSc1ccc(-c2cccnc2)nn1	17	-2	2	-9	-0.1	3	0	-1
COc1cccc(C(=O)NCC(=O)N/N=C/c2cccnc2)c1	0	-2	x	x	-1.6	-3	-1	3
COc1ccccc1N1CCN(S(=O)(=O)CCNC(=O)C2CC2)CC1	12	-5	-6	6	0.0	9	2	-10

Compounds as they come; 2.1% or so of the library scored in one or more.
